High-throughput results as filed in PubChem.
Salmonella PhoP GFP: PhoP regulon inhibitors, Salmonella typhi PhoP promoter GFP reporter, confirmatory (AID 1850). Salmonella Typhi PhoP-promoter GFP reporter, fluorescence, 4 h; higher % means a stronger effect. inhibition, % at 50 µM; hits with a dose series show IC50 in µM. 310,000 tested, 0.33% active; in the data active = a potency from the dose series; inconclusive = inhibition mostly from about 25% at the one dose, without a potency; inactive = the rest, 99 in 100 with inhibition below about 19%;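 note: 0% = induced wells with vehicle and 100% = uninduced wells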
VEEV TC-83 Vero: inhibitors of VEEV TC-83 cytopathic effect, confirmation, Vero cells (AID 588727); Vero cells, VEEV TC-83 cytopathic effect inhibition; higher % means a stronger effect; inhibition, % at 20 µM; hits with a dose series show IC50 in µM; 350,000 tested, 0.13% active; in the data active = a potency from the dose series; inconclusive = inhibition mostly from about 14% at the one dose, without a potency; inactive = the rest, 99 in 100 with inhibition below about 12%; note: strong numbers were not always called active
tuberculosis growth: growth inhibition of non-replicating M. tuberculosis (AID 488890); 320,000 tested, 0.39% active; inhibition, % at 25 µM, or IC50 in µM where a hit was titrated; Mycobacterium tuberculosis non-replicating, growth inhibition; higher % means a stronger effect; in the data active = a potency from the dose series; inconclusive = inhibition mostly from about 82% at the one dose, without a potency; inactive = the rest, 99 in 100 with inhibition below about 76%;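 note: plate controls were DMSO cells for no effect and high antibiotic wells for full effect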
M. tuberculosis HTS: M. tuberculosis growth inhibition, HTS (AID 449762) | M. tuberculosis H37Rv growth inhibition, 7H9 media; higher % means a stronger effect | 330,000 tested, 0.59% active | one-dose inhibition, % at 25 µM; IC50 in µM for titrated hits; in the data active = a potency from the dose series; inconclusive = inhibition above about 70% without an active follow-up result;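 note: bacterial growth assessed after seven days of incubation; strong numbers were not always called active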
influenza NS1A: H1N1 influenza NS1A inhibitors, functional cell based assay (AID 504329); NS1A functional cell-based assay, percent inhibition; higher % means a stronger effect; inhibition, % at 12.5 µM; hits with a dose series show IC50 in µM; 340,000 tested, 0.3% active; in the data active = a potency from the dose series; inconclusive = inhibition above about 27% without an active follow-up result; note: strong numbers were not always called active
VEEV TC-83 Vero 10K pilot screen: recorded beside VEEV TC-83 Vero, whose call it bears; inhibition, %; measured here: 10K pilot screen inhibition
* = called active by the depositor; i = inactive; ? = inconclusive; nt = no result given; & = joins results of further samples.

SMILES	Salmonella PhoP GFP	VEEV TC-83 Vero	tuberculosis growth	M. tuberculosis HTS	influenza NS1A	others
Cc1ccc(C(=O)c2cn[nH]c2-c2cc(Cl)ccc2O)cc1	1.0%	0.7%	-0.4%	-8.1%	-2.2%
Cc1nnc(C)c2c(C)n(-c3ccc4ncccc4c3)c(C)c12	9.4%	0.3%	33.2%	20.9%	0.6%
O=C(Nc1ccccc1C(F)(F)F)N1CCN(c2ccc3nncn3n2)CC1	-8.9%	0.8%	-6.5%	2.5%	-4.8%
COc1ccccc1CNC(=O)CN1C(=O)CSc2ccc(S(=O)(=O)N3CCCC3)cc21	-2.2%	2.3%	-2.2%	-0.3%	-7.5%
COc1cccc(NC(=O)COC(=O)Cn2c(C)csc2=O)c1	nt	2.0%	-13.7%	-9.4%	-17.7%
CC(C)(C)C(=O)c1no[n+]([O-])c1/C(=N/O)C(C)(C)C	11.6%	3.7%	8.6%	2.4%	2.4%
CCCC(=O)Nc1ccc(NC(=O)c2ccccc2F)cn1	-8.0%	2.7%	-8.5%	-1.0%	-5.9%
Cc1cccc(NC(=O)c2ccccc2OCC(=O)N2CCOCC2)c1C	1.8%	1.5%	-14.7%	5.2%	-1.4%
COc1cccc(-n2c(CN3CCN(c4ccccc4)CC3)nc3ccc([N+](=O)[O-])cc3c2=O)c1	-8.7%	2.7%	-6.1%	-5.3%	9.3%
CC(C)c1cc(N2CCN(C(=O)c3ccco3)CC2)n2c(nc3ccccc32)c1C#N	nt	10.2%	10.2%	-4.7%	0.2%

The list goes on; it opens with the 5 that closed the last part.
SMILES	Salmonella PhoP GFP	VEEV TC-83 Vero	tuberculosis growth	M. tuberculosis HTS	influenza NS1A	others
CC(C)(C)C(=O)c1no[n+]([O-])c1/C(=N/O)C(C)(C)C	11.6%	3.7%	8.6%	2.4%	2.4%
CCCC(=O)Nc1ccc(NC(=O)c2ccccc2F)cn1	-8.0%	2.7%	-8.5%	-1.0%	-5.9%
Cc1cccc(NC(=O)c2ccccc2OCC(=O)N2CCOCC2)c1C	1.8%	1.5%	-14.7%	5.2%	-1.4%
COc1cccc(-n2c(CN3CCN(c4ccccc4)CC3)nc3ccc([N+](=O)[O-])cc3c2=O)c1	-8.7%	2.7%	-6.1%	-5.3%	9.3%
CC(C)c1cc(N2CCN(C(=O)c3ccco3)CC2)n2c(nc3ccccc32)c1C#N	nt	10.2%	10.2%	-4.7%	0.2%
Cc1ccc(CS(=O)(=O)CCC(=O)NCCN2CCCCC2C)cc1 (stereo unspecified)	0.9%	i	-2.9%	-1.9%	-0.5%
O=C(Cc1ccccc1)NNC(=O)Nc1ccccc1	12.1%	i	-9.5%	-1.6%	-5.4%
CCOC(=O)c1sc(-c2ccccc2)cc1N	-10.7%	1.3%	17.2%	-8.5%	-2.6%
Cc1ccc(S(=O)(=O)N2CCOCC2)cc1C(=O)Nc1ccccc1N1CCOCC1	nt	i	26.8%	-2.2%	-2.7%
COc1cccc(CNS(=O)(=O)c2ccc3c(c2)N(C(C)=O)CCS3)c1	-17.9%	i	25.3%	11.2%	2.5%
Cc1nn2cc(-c3ccc(Cl)cc3)nc2s1	11.7%	1.2%	8.3%	5.1%	16.5%
O=C(CCNS(=O)(=O)c1ccccc1)Nc1ccccc1	-3.2%	0.2%	4.4%	8.1%	-10.9%
CCOc1ccc(/C(O)=C2/C(=O)C(=O)N(CCOCCO)C2c2cccnc2)cc1 (stereo unspecified)	-0.8%	0.7%	-10.0%	-1.5%	5.9%
COc1cccc(NC(=O)CNS(=O)(=O)c2ccc(Cl)cc2)c1	-5.8%	0.4%	-3.4%	-3.7%	-5.6%
Nc1c(-c2ccccc2)cnn1-c1cccc(Cl)c1	5.8%	0.1%	16.9%	12.1%	19.7%
O=C(NCCCN1CCOCC1)c1c(O)c2cc(Br)cc(Br)c2[nH]c1=O	-9.4%	4.8%	0.8µM*	?	3.1%
CCOC(=O)C1CCN(C(=O)Nc2ccc3nc(C)c(C)nc3c2)CC1	-4.1%	i	-17.1%	-3.8%	-7.2%
CCNc1nc(Oc2ccc(OC)cc2)cc(C(F)(F)F)n1	6.9%	1.9%	2.9%	12.8%	-5.2%
CCn1cc(S(=O)(=O)NCCc2ccc(OC)c(OC)c2)cn1	-11.0%	i	-5.5%	-10.5%	-4.0%
COC(=O)c1sccc1NC(=O)Cc1ccc(OC)c(OC)c1	-1.4%	0.6%	13.4%	-2.5%	-1.4%
COc1ccc(-c2c(-c3cc(OC)cc(OC)c3)n(C)c3ccc(-c4ccc(SC)cc4)cc23)cc1	nt	2.8%	-5.7%	-8.6%	-8.2%	VEEV TC-83 Vero 10K pilot screen=4.0
NCCNC[C@@H]1COC2(CCCCCCCCCCC2)O1	-18.6%	5.1%	56.9%	-5.6%	nt
O=C(CCn1c(=S)oc2ccccc21)NC1CCCCCC1	11.5%	3.9%	-5.5%	-5.7%	21.6%
O=C(c1cc(-c2cccnc2)nc2ccc(Cl)cc12)N1CCN(S(=O)(=O)c2cccs2)CC1	-7.4%	7.3%	44.7%	-6.0%	-2.9%
O=c1c2c3c(sc2n2cnnc2n1-c1ccccc1)N(Cc1ccccc1)CCC3	-7.1%	nt	4.8%	3.2%	nt
CCOc1ccc(NC(=O)CCC(=O)NNC(=O)Nc2ccc(Cl)cc2)cc1	-12.0%	i	6.6%	11.4%	nt
CN(c1ccccc1)S(=O)(=O)c1cccc(NS(=O)(=O)c2cccc(C(=O)O)c2)c1	nt	0.2%	-8.2%	-13.7%	0.8%
CC(OC(=O)c1ccco1)C(=O)NCc1cccs1 (stereo unspecified)	1.3%	0.3%	-2.3%	1.6%	-7.5%
COc1cccc(NC(=O)Nc2nnc(CC(=O)Nc3ccccc3)s2)c1	-2.4%	3.7%	-1.4%	-4.0%	-11.4%
CC(C)=CCc1cc([C@@H]2CC(=O)c3ccc(O)c(CC=C(C)C)c3O2)ccc1O	11.1%	12.4%	9.6%	-5.4%	-9.6%
COCCN(CCOC)S(=O)(=O)c1ccc(OC)cc1	20.3%	0.4%	-8.9%	-5.6%	1.4%
O=C1OC(c2ccccc2)(c2cc(Br)c(O)c(Br)c2)c2ccccc21 (stereo unspecified)	nt	0.8%	nt	nt	1.4%
O=C(CS(=O)(=O)c1ccc2ccccc2c1)N1CCCCCC1	4.8%	0.2%	-10.7%	2.5%	-2.1%
COc1ccc(CN(CCNC(=O)CCCCC(=O)NCCN(Cc2ccc(OC)cc2)C(C)C)C(C)C)cc1	0.4%	0.8%	4.5%	-7.7%	5.4%
N/C(=N\OC(=O)COc1ccc(Br)cc1Cl)c1ccncc1	-2.4%	0.2%	36.2%	-3.0%	3.7%
N#Cc1ccccc1/C=C/C(=O)N1CCOCC1	-2.6%	0.8%	7.7%	4.5%	1.3%
COc1ccc(-n2ncc3c2CC(C)(C)CC3NC(=O)c2ccc(OC)o2)cc1 (stereo unspecified)	4.5%	1.3%	23.6%	7.8%	-1.2%
O=S(=O)(Nc1ccccc1N1CCCCC1)c1ccc(Cl)s1	-8.7%	1.5%	48.3%	-14.1%	7.0%
COCCC(=O)Nc1ccc2c(c1)CN(C(=O)CSC)CC2	7.8%	0.9%	-6.0%	-3.6%	-1.1%
CCOC(=O)C1=C(C)Nc2nc(C)nn2C1c1ccc(C)cc1 (stereo unspecified)	-16.5%	i	-12.7%	5.2%	-8.6%
CCOc1cc(/C=N/NC(=O)c2nn(C)cc2Br)ccc1OCc1ccccc1	-5.4%	i	-1.1%	13.3%	-4.5%
CCc1nc(Nc2ccc3c(c2)OCO3)c2oc3ccccc3c2n1	-2.0%	2.3%	21.0%	8.9%	0.1%
CNC(=O)c1ccc(-c2cc3onc(-c4ccccc4)c3c(=O)n2C)cc1	nt	1.3%	47.3%	4.5%	-18.4%
OC[C@H]1O[C@@H](n2cnc3c(Nc4ccccc4)ncnc32)[C@H](O)[C@@H]1O	1.7%&-9.6%	0.2%	9.0%	2.1%	-0.8%
CN(C)Cc1c(C(=O)N/N=C/c2cccnc2)nnn1-c1nonc1N	10.5%	3.2%	-3.4%	-2.5%	-7.6%
O=C(CCc1ccccc1)NNC(=O)COc1ccc([N+](=O)[O-])cc1	-5.4%	0.3%	-3.4%	0.8%	-8.2%
O=C(NCC1(c2ccccc2)CCCC1)c1ccccc1	-3.3%	i	44.7%	3.8%	-11.9%
COc1ccccc1C(=O)NC(=S)Nc1cccc2cc(O)ccc12	-5.8%	6.8%	15.0%	36.4%	8.4%
Cc1ccc(C2C(=O)NC(=O)NC2=O)cc1	-4.3%	0.9%	6.5%	0.6%	-1.0%
O=c1onc(-c2ccc(Cl)cc2Cl)n1-c1cccnc1	-4.2%	0.1%	1.2%	-2.8%	-2.7%
Cc1c2ccccc2cc[n+]1CCCS(=O)(=O)[O-]	-1.3%	i	3.9%	8.1%	5.2%	VEEV TC-83 Vero 10K pilot screen=0.1
CC(=O)Nc1nonc1-c1nc2ccccc2n1CC1CC1	-8.6%	0.6%	23.1%	3.2%	6.7%	VEEV TC-83 Vero 10K pilot screen=0.0
C=CCC[C@H](Cc1ccc(F)cc1)C(=O)OC[C@@H](NC(=O)[C@H](CC=C)CC(=O)NCCO)c1ccccc1	nt	0.4%	20.9%	0.1%	-2.3%
Cc1ccc2c(C)nc(N/C(N)=N/S(=O)(=O)c3ccc([N+](=O)[O-])cc3)nc2c1	-3.6%	3.8%	13.3%	-1.9%	-4.1%
O=C(Nc1cccc(S(=O)(=O)N2CCCCC2)c1)C1CC(=O)N(Cc2ccco2)C1 (stereo unspecified)	-0.2%	1.0%	0.3%	-9.4%	-5.9%
More structures.
SMILES	Salmonella PhoP GFP	VEEV TC-83 Vero	tuberculosis growth	M. tuberculosis HTS	influenza NS1A	others
Cc1cc(C)n2cc(CSc3ncccc3C(=O)O)nc2n1	-28.7%	2.3%	4.3%	-0.4%	-11.2%
O=C(O)/C=C/C(=O)N1CCN(C(=O)/C=C/C(=O)O)CC1	-1.9%	i	-7.3%	-3.0%	27.6%
Cc1nnc2ccc(-c3cccc(NC(=O)c4ccco4)c3)nn12	0.2%	10.2%	-4.6%	6.6%	1.7%
COCCNC(=S)N1CCN(C(=O)C(=O)Nc2ccc(C(=O)OC)cc2)CC1	-5.5%	i	6.7%	-0.6%	3.7%
Cc1sc2nc[nH]c(=O)c2c1-c1ccc(Cl)cc1	-12.0%	i	52.3%	-4.5%	-2.1%
O=C(CCc1nc(-c2ccccc2F)no1)NCCN1CCN(Cc2ccccc2)CC1	14.4%	i	3.5%	-2.7%	-3.6%
CCN(C[C@H]1N[C@@](CC)(C(=O)OC)[C@H]2C(=O)N(C)C(=O)[C@@H]12)S(=O)(=O)c1ccc(C(F)(F)F)cc1	nt	0.9%	-3.8%	-2.9%	-2.8%
O=C(/C=C/Nc1ccc(S(=O)(=O)Nc2ncccn2)cc1)c1ccc2ccccc2c1	5.0%	0.1%	19.8%	-2.2%	9.6%
Cc1ccccc1NC1c2ccccc2C(=O)N1Cc1ccco1 (stereo unspecified)	-4.3%	6.3%	57.0%	4.0%	7.8%
Cc1[nH][nH]c(=O)c1[C@@H](c1ccccc1[N+](=O)[O-])C(C#N)C#N	-17.7%	1.9%	-4.2%	1.6%	-5.0%
COCCCNC(=S)Nc1cc2oc3ccccc3c2cc1OC	-2.5%	6.2%	?	10.4%	5.0%
COc1cc2ncnc(NCc3cccs3)c2cc1OC	-8.6%	4.1%	6.2%	-3.0%	-6.3%
CCNC(=O)c1c(N)sc2c1CCCCC2	15.1%	nt	0.2%	-5.7%	nt
CC(C)[C@H](NC(=O)OC(C)(C)C)c1nnc(S(=O)(=O)Cc2c(F)cccc2Cl)o1	-2.0%	1.8%	72.1%	-11.3%	-5.2%
COC(=O)c1ccc(Oc2nc3ccccc3n3c(C)nnc23)cc1	21.2%	0.8%	-3.1%	4.2%	-7.0%
CCOC(=O)CCc1c(C)c2ccc(O)cc2oc1=O	-3.3%	6.1%	33.3%	-3.1%	-1.1%
COC(=O)C(NC(C)=O)(Nc1ccccn1)C(F)(F)F (stereo unspecified)	9.0%	i	-6.7%	-13.9%	-0.2%
COc1ccccc1C=NN=C(NN=Cc1ccccc1OC)NN=Cc1ccccc1OC	nt	9.5%	nt	nt	0.0%
CC(/C=C/c1ccc(OCc2ccccc2)cc1)=N\O	-4.0%	0.5%	60.2%	2.8%	-9.8%
CC1CCCN(C(=O)COC(=O)/C=C/c2ccc(C(F)(F)F)cc2)C1 (stereo unspecified)	nt	5.6%	?	?	-19.1%
O=c1c(Cc2ccccc2)c(O)nc2n1CCS2	-0.7%	1.4%	-4.2%	9.2%	3.3%
